# Screening data as filed in PubChem BioAssay.
# influenza NS1A = H1N1 influenza NS1A inhibitors, functional cell based assay (AID 504329). 0.3% of 340,000 active. NS1A functional cell-based assay, percent inhibition; higher % means a stronger effect. one-dose inhibition, % at 12.5 µM; IC50 in µM for titrated hits; in the data active means a potency from the dose series; inconclusive means inhibition above about 27% without an active follow-up result; further: strong numbers were not always called active
# Salmonella PhoP GFP = Inhibition of PhoP regulon, Salmonella typhi GFP reporter cells, confirmation, 4 h (AID 1850). Salmonella Typhi PhoP-promoter GFP reporter, fluorescence, 4 h; higher % means a stronger effect. inhibition, % at 50 µM; hits with a dose series show IC50 in µM. 0.33% of 310,000 active; in the data active means a potency from the dose series; inconclusive means inhibition mostly from about 25% at the one dose, without a potency; inactive means the rest, 99 in 100 with inhibition below about 19%;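 further: 0% = induced wells with vehicle and 100% = uninduced wells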
# tuberculosis growth = growth inhibition of non-replicating M. tuberculosis (AID 488890); Mycobacterium tuberculosis non-replicating, growth inhibition; higher % means a stronger effect; inhibition, % at 25 µM, or IC50 in µM where a hit was titrated; 0.39% of 320,000 active; in the data active means a potency from the dose series; inconclusive means inhibition mostly from about 82% at the one dose, without a potency; inactive means the rest, 99 in 100 with inhibition below about 76%;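 further: plate controls were DMSO cells for no effect and high antibiotic wells for full effect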
# inhibitors of VEEV = inhibitors of VEEV TC-83 cytopathic effect, confirmation, Vero cells (AID 588727); Vero cells, VEEV TC-83 cytopathic effect inhibition; higher % means a stronger effect; inhibition, % at 20 µM, or IC50 in µM where a hit was titrated; 0.13% of 350,000 active; in the data active means a potency from the dose series; inconclusive means inhibition mostly from about 14% at the one dose, without a potency; inactive means the rest, 99 in 100 with inhibition below about 12%; further: strong numbers were not always called active
# M. tuberculosis HTS = M. tuberculosis growth inhibition, HTS (AID 449762); M. tuberculosis H37Rv growth inhibition, 7H9 media; higher % means a stronger effect; one-dose inhibition, % at 25 µM; IC50 in µM for titrated hits; 0.59% of 330,000 active; in the data active means a potency from the dose series; inconclusive means inhibition above about 70% without an active follow-up result;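 further: bacterial growth assessed after seven days of incubation; strong numbers were not always called active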
# inhibitors of VEEV 10K pilot screen = further read-out of inhibitors of VEEV, marked with its call; inhibition, %; measured here: 10K pilot screen inhibition
# * marks the source's active call; other numbers are inactive results; i = inactive; ? = inconclusive; / = not tested or not shown.
SMILES,influenza NS1A,Salmonella PhoP GFP,tuberculosis growth,inhibitors of VEEV,M. tuberculosis HTS,others
Cc1ccccc1C(C)NC(=O)COC(=O)Cn1cc(C(F)(F)F)ccc1=O (stereo not drawn),1%,/,-5%,i,-4%,
CC(C)C[C@H](NC(=O)c1nc[nH]c1C(=O)N1CCc2ccccc2C1)C(=O)OC(C)(C)C,-13%,2%,64%,0.1%,1%,
O=C(O)CCn1cc(/C=C/C(=O)c2ccc(Cl)cc2)c(-c2cccc(Br)c2)n1,-9%,0%,13%,3.1%,2%,
O=C1/C(=C/N(C(=O)c2ccco2)c2ccc(Cl)cc2)Sc2ccccc21,8%,-14%,41%,0.9%,1%,
CC(=O)Nc1nnc(SCc2ccc(F)cc2)s1,-5%,-5%,-1%,0.7%,2%,
Cc1ccc(N2CC(C(=O)Nc3ccccc3C(=O)NC3CCCCC3)CC2=O)cc1C (stereo not drawn),1%,-3%,2%,i,-11%,
COc1cc(C2NC(=O)NC(O)(C(F)(F)F)C2C(C)=O)cc(OC)c1OC (stereo not drawn),7%,-5%,-5%,i,-6%,
COc1cc(OC)cc(-c2cc3nc(C)c(CCC(=O)NCc4ccccc4)c(C)n3n2)c1,-2%,10%,55%,8.9%,?,
CCc1ccc(CN2CCC(n3nccc3NC(=O)c3ccc4c(c3)OCO4)CC2)cc1,11%,-4%,34%,0.7%,-11%,
COC(=O)COc1cccc2c(=O)n(CC(=O)NCCc3ccc(OC)c(OC)c3)ccc12,-1%,1%,-25%,0.5%,-11%,
COc1ccccc1/C=C/C(=O)N1CCc2cc(OC)c(OC)cc2C1C (stereo not drawn),4%,-8%,67%,8.3%,6%,
CC1CCN(c2nc3ccccc3nc2C(C#N)C(=O)NC2CCCCC2)CC1 (stereo not drawn),/,-12%,-8%,/,-4%,
CCn1c(SCC(=O)Nc2cccc(NC(C)=O)c2)nc2c([nH]c3ccccc32)c1=O,15%,-6%,18%,3.6%,7%,
Cc1ccc(OCC(=O)Nc2ccc(CN3CCCCC3)cc2)c(C)c1,0%,0%,13%,i,-3%,
CCOC(=O)Cc1cnc(N)s1,-6%,-5%,-3%,0.2%,0%,
O=C(Nc1ccccc1F)Nc1ccccc1Br,-5%,2%,46%,i,4%,
CC1CCCN(C(=O)CCl)C1 (stereo not drawn),-10%,-5%,65%,2.0%,?,
CCOc1nc(C)ccc1-c1noc(C)n1,-3%,0%,-10%,2.6%,-8%,
Cc1ccc(N2C(=O)C3CCC(C)(C2=O)C3(C)C)cc1C (stereo not drawn),-5%,2%,-8%,0.8%,-2%,
O=C(NC1CCS(=O)(=O)C1)c1ccccc1Cl (stereo not drawn),-19%,/,-9%,2.1%,-4%,
CCC(=O)c1ccc(OCC(=O)Nc2ccccc2C(=O)N2CCCCC2)cc1,-9%,3%,8%,6.1%,4%,
O=C1N(Cc2cccc(Cl)c2)C[C@@H]2C[C@@H](c3cccc4cccnc34)N3CCC[C@@]123,4%,4%,64%,i,15%,
CCOc1ccc(S(=O)(=O)NCCC(=O)NCc2ccco2)cc1,-1%,-7%,5%,0.4%,-11%,
COc1cccc2cc(-c3ccccc3)oc12,/,5%,-15%,1.2%,8%,
O=c1[nH]c(=S)[nH]c2nc(-c3ccccc3)cnc12,-18%,2%,-18%,0.9%,3%,
SMILES,influenza NS1A,Salmonella PhoP GFP,tuberculosis growth,inhibitors of VEEV,M. tuberculosis HTS,others
O=C(NCc1cccnc1)c1cc(S(=O)(=O)N2CCCCC2)ccc1Cl,-3%,1%,-12%,0.2%,0%,
CC1=NCCN1CCNC(=O)Nc1ccc(C(C)(C)C)cc1,/,2%,17%,3.0%,-3%,
O=C(COc1cccc(C(F)(F)F)c1)NCC(c1ccco1)N1CCCCC1 (stereo not drawn),-2%,-1%,-3%,3.6%,-3%,
COc1ccccc1NS(=O)(=O)c1cccc(C(=O)NC2CCN(Cc3ccccc3)CC2)c1,-3%,-4%,24%,1.5%,29%,
O=C(NCCc1ccncc1)Nc1ccccc1Cl,-7%,-5%,-33%,i,-16%,
COc1ccccc1CNc1ncnc2nc[nH]c12,2%,10%,/,0.6%,-4%,
CS(=O)(=O)N1CCN(C(=O)c2cc(-c3cccnc3)nc3ccc(Br)cc23)CC1,3%,0%,-18%,9.8%,-7%,
CC1CCCCN1C(=O)CSc1nnc(-c2cccnc2)n1C1CCCCC1 (stereo not drawn),21%,2%,/,2.3%,/,
COc1cc(/C=C/c2nc(N)nc(-c3ccccc3O)n2)cc(OC)c1OC,-1%,-2%,13%,9.4%,1%,
NC(=O)c1ccc(NS(=O)(=O)c2ccccc2F)cc1,-4%,1%,-3%,1.9%,0%,
O=C(C[C@@H]1C/C=C\C[C@H](Cc2ccc(F)cc2)C(=O)OCCNC1=O)NCCO,-16%,/,-4%,0.8%,2%,
Cc1c(C(=O)NC2CCS(=O)(=O)C2)oc2ccccc12 (stereo not drawn),3%,-1%,-8%,5.7%,-2%,
Cc1cc(C)c(NC(=O)c2cc(S(=O)(=O)N3CCOCC3)ccc2F)c(C)c1,1%,6%,1%,i,0%,
COC(=O)c1cc(=O)n(Cc2ccc3c(c2)OCO3)c(=Nc2ccccc2)s1,1%,1%,-19%,0.0%,-2%,inhibitors of VEEV 10K pilot screen=0.0
CCCCCc1ccc(-c2cn(Cc3ccc([N+](=O)[O-])cc3)nn2)cc1,-7%,5%,19%,7.4%,0%,
O=C(Nc1cccc(NC(=O)c2cccnc2Cl)c1)c1ccco1,14%,14%,-10%,0.3%,-6%,
Cc1ccc(-n2ncc3c2ncn2nc(-c4ccco4)nc32)c(C)c1,3%,4%,15%,2.4%,-3%,
CCOC(=O)c1cnc(-c2ccccc2)nc1C(F)(F)F,-9%,2%,-7%,i,-3%,
COCCN(C(=O)C1CCC1)c1nnc(-c2cccnc2)s1,3%,2%,3%,1.4%,-15%,
Cn1c(=O)c2c(ncn2CCC(=O)N/N=C/c2ccncc2)n(C)c1=O,-25%,2%,-9%,1.3%,-6%,
COc1cc(OC)c(C(=O)OCC(=O)Nc2ccc(N3CCOCC3)cc2)cc1OC,-5%,/,-11%,0.2%,0%,
O=c1oc(-c2ccccc2[N+](=O)[O-])nc2ccccc12,0%,0%,i,0.5%,93%,
CCOc1ccc(OCCCC(=O)N2CCN(S(=O)(=O)c3ccc(Cl)cc3)CC2)cc1,-2%,5%,15%,3.6%,-11%,
CCN(C(=O)Cn1nc(C(=O)O)c2ccccc2c1=O)C1CCCCC1,0%,0%,-15%,1.5%,-10%,inhibitors of VEEV 10K pilot screen=0.1
COc1ccccc1OCC(=O)Nc1nnc(C2CCCC2)s1,-12%,0%,8%,2.1%,5%,

# Three structures already listed, sorted by number of heavy atoms, descending.
SMILES,influenza NS1A,Salmonella PhoP GFP,tuberculosis growth,inhibitors of VEEV,M. tuberculosis HTS,others
COc1ccccc1NS(=O)(=O)c1cccc(C(=O)NC2CCN(Cc3ccccc3)CC2)c1,-3%,-4%,24%,1.5%,29%,
O=C(Nc1cccc(NC(=O)c2cccnc2Cl)c1)c1ccco1,14%,14%,-10%,0.3%,-6%,
COc1ccccc1OCC(=O)Nc1nnc(C2CCCC2)s1,-12%,0%,8%,2.1%,5%,

# The listing picks up, repeating the 7 entries before the break.
SMILES,influenza NS1A,Salmonella PhoP GFP,tuberculosis growth,inhibitors of VEEV,M. tuberculosis HTS,others
COCCN(C(=O)C1CCC1)c1nnc(-c2cccnc2)s1,3%,2%,3%,1.4%,-15%,
Cn1c(=O)c2c(ncn2CCC(=O)N/N=C/c2ccncc2)n(C)c1=O,-25%,2%,-9%,1.3%,-6%,
COc1cc(OC)c(C(=O)OCC(=O)Nc2ccc(N3CCOCC3)cc2)cc1OC,-5%,/,-11%,0.2%,0%,
O=c1oc(-c2ccccc2[N+](=O)[O-])nc2ccccc12,0%,0%,i,0.5%,93%,
CCOc1ccc(OCCCC(=O)N2CCN(S(=O)(=O)c3ccc(Cl)cc3)CC2)cc1,-2%,5%,15%,3.6%,-11%,
CCN(C(=O)Cn1nc(C(=O)O)c2ccccc2c1=O)C1CCCCC1,0%,0%,-15%,1.5%,-10%,inhibitors of VEEV 10K pilot screen=0.1
COc1ccccc1OCC(=O)Nc1nnc(C2CCCC2)s1,-12%,0%,8%,2.1%,5%,
CCc1ccc(NC(=O)C(C)Oc2nnc(-c3cccs3)c(-c3cccs3)n2)cc1 (stereo not drawn),6%,2%,16%,7.4%,3%,
COc1nccnc1NS(=O)(=O)c1ccc(NC(=S)NC(=O)/C=C/c2ccccc2)cc1,7%,-22%,14%,2.2%,-3%,
Cc1ccc2cccc(OCCCOc3ccccc3CO)c2n1,-4%,-3%,21%,8.5%,9%,
O=[N+]([O-])c1ccc(OCC(O)CN(CCO)CCO)cc1 (stereo not drawn),4%,-5%,6%,0.1%,-2%,inhibitors of VEEV 10K pilot screen=0.9
COc1cc(C(=O)Nc2ccc(S(=O)(=O)N(C)c3ccccc3)cc2)cc(OC)c1OC,6%,-4%,52%,9.0%,12%,
Cc1ccc2oc(=O)c3cc(C(=O)N4CCN(C)CC4)sc3c2c1,2%,-6%,11%,0.6%,-1%,
Cc1cccc(N2CCN(C(C)C(=O)N3CCc4ccccc43)CC2)c1C (stereo not drawn),-1%,-10%,12%,0.5%,5%,
CCOC(=O)CSc1nnc(Cn2nnc(-c3ccccc3)n2)n1CC,7%,0%,?,0.9%,3%,inhibitors of VEEV 10K pilot screen=1.3
Cn1nc(C(=O)N2CCOCC2)c2ccccc2c1=O,-5%,-3%,-8%,4.9%,4%,
CCc1nc(SCC(=O)N2CCc3cc(OC)c(OC)cc3C2)c(C#N)cc1C,-4%,-15%,11%,10%,-5%,
CC1C(c2cccs2)=[N+]([O-])C(C)(C(=O)c2ccc(Cl)cc2)N1O (stereo not drawn),-1%,11%,-4%,2.0%,-5%,
CCOc1ccccc1-c1n[nH]c(=S)o1,23%,-1%,21%,0.6%,-6%,
CCN(CC)C(=O)CN(c1cccc([N+](=O)[O-])c1)S(=O)(=O)c1ccccc1,4%,-7%,-6%,1.3%,3%,
Cc1ccc(C(=O)N2CCN(S(=O)(=O)N3CCOCC3)CC2)cc1,0%,1%,-10%,i,-3%,
C=CCn1c(SCc2ccc(OC)cc2)nnc1-c1cccnc1,0%,-2%,11%,1.3%,-3%,
Cc1nnc(NC(=O)CSc2nnc3c(n2)[nH]c2ccc(Br)cc23)s1,2%,6%,-5%,0.8%,3%,
O=C(Cn1nc(C(=O)O)c2ccccc2c1=O)Nc1ccc2c(c1)C(=O)c1ccccc1C2=O,/,-5%,-1%,/,0%,
CCn1cc(C(=O)NCc2ccco2)c(=O)c2cc(S(=O)(=O)N3CCc4ccccc4C3)ccc21,3%,-7%,17%,4.2%,-2%,
O=C(CCSc1ccc(Cl)cc1)NN=C1CCCCCC1,1%,1%,37%,0.3%,?,
